# Assay outcomes: PubChem BioAssay, several laboratories
# Diaphorase act: diaphorase activation or chemical reduction counter-screen; Diaphorase/resazurin coupled assay, resorufin fluorescence, 16 min; stronger effect = higher value; 1 = vehicle wells, 0 = NADH-free wells; activation factor at 20 µM; actives 0.005% (n = 190,000); AID 1229;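 active means diaphorase activity raised at least twofold by the compound at 20 µM; inactive means activation factor below 2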
#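 Assay system: bacterial diaphorase enzyme (C. kluyveri) / Input: enzyme 0.07 U/mL final / Medium: 50 mM HEPES pH 7.4 with 4.542 mM MgCl2, 0.005% Tween 20 / Doses: single compound dose of 20 µM, 1% DMSO final / Incubation: 16 min enzyme reaction, ambient temperature / Signal: fluorescence, excitation 544 nm and emission 590 nm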
# Diaphorase inh: counter-screen for diaphorase-based assays: diaphorase inhibitors and chemical oxidizers; diaphorase resazurin-to-resorufin fluorescence, NADH, 16 min; bacterial (C. kluyveri) enzyme, not human; inhibition, % at 20 µM; actives 0.69% (n = 190,000); AID 1217;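 active means primary screen inhibition at 20 µM above a set limit, cut at about 50% in these data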;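 further: plate controls were DMSO with full reaction for no effect and wells lacking NADH for full effect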
#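 material = Clostridium kluyveri diaphorase enzyme | amount = 0.14 U/mL diaphorase, enzyme working solution | schedule = incubation 16 min, room temperature | detection = fluorescence of resorufin formed from resazurin, Ex 544/Em 590 nm | benchmarks = positive control minus NADH, DMSO neutral control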
# FLuc inh counter: inhibits firefly luciferase, flagging false hits in luciferase inhibition screens; P08659; ATPLite firefly luciferase biochemical luminescence, 10 min; inhibition, % at 10 µM; actives 1.5% (n = 200,000);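 active means inhibition above about 50% when tested at 10 µM, limit read from the data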
# G6PDH CS: inhibits Leuconostoc G6PDH, flagging false hits in G6PDH-based assays; actives 0.12% (n = 200,000); inhibition, % at 5 µM; Purified L. mesenteroides G6PDH, diaphorase/resazurin coupled fluorescence, 45 min; AID 1020; in the data active means inhibition above about 50%
# TLR4-MyD88 BLA: blocks binding of human TLR4 to MyD88; O00206+Q99836; HeLa CL3-4 TLR4/MyD88 BLA complementation, FRET ratio; inhibition, % at 8.4 µM; actives 0.18% (n = 200,000); AID 861; in the data active means inhibition above about 25%;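 further: 0% = vehicle and 100% = reference inhibitor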
# Target sequence (O00206 whole entry, looked up): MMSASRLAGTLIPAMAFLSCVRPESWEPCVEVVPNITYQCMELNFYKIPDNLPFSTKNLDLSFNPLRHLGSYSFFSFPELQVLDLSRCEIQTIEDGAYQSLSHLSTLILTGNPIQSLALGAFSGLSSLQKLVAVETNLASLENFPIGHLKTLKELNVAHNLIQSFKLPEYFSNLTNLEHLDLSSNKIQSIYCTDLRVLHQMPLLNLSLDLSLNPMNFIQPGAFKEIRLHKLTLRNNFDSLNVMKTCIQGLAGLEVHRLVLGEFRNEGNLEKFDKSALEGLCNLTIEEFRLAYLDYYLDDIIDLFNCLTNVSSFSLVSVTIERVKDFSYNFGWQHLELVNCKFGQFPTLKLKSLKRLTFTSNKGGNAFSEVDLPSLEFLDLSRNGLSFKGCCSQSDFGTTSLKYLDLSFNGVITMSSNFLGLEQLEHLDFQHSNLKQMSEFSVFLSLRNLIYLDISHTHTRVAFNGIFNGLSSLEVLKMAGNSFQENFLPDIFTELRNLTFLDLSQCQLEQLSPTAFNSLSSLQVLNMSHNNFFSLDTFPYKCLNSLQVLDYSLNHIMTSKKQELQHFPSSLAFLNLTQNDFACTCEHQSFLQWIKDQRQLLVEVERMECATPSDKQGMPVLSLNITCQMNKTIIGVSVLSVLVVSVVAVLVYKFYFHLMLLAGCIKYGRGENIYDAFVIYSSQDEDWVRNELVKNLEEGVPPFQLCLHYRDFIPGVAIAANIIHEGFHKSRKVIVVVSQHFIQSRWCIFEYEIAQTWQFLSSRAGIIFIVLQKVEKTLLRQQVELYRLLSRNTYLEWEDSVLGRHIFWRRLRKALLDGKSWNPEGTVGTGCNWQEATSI
# Target sequence (Q99836 whole entry, looked up): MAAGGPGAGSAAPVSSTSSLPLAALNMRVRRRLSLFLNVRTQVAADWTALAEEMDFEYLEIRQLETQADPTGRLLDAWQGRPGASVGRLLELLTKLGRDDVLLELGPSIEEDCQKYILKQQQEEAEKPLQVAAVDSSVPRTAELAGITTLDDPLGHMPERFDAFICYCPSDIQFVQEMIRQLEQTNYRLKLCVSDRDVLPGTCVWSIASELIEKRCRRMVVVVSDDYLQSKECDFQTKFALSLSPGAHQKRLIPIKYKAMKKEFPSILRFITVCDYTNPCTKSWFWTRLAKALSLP
# NF-kB expr up: compounds increasing NF-kB expression in human neuronal cells | NF-kB reporter expression; stronger effect = higher value | fold change at 12.5 µM | actives 1.6% (n = 190,000) | AID 1239; in the data active means fold change above about 3.3
# APP 5'UTR act: activates APP 5'UTR luciferase reporter | actives 1% (n = 190,000) | activation, % at 2 µM | SH-SY5Y APP 5'UTR luciferase reporter, luminescence; zero percent = DMSO vehicle wells;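 active means activation above a set limit, based on mean plus 3 SD of controls, cut at about 140% in these data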; further: values of inactives mirror those of a sister screen read the other way
# STAT1 activator: STAT1 signaling activation; NIH 3T3 STAT1-luciferase reporter, IFN-gamma, luminescence; 100% = IFN-gamma alone, no compound; activation (% of control), % at 5.5 µM; actives 2.6% (n = 200,000); AID 932;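 active means activation above the screen-wide mean activation plus 3 SD, cut at about 130% in these data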;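 further: raw ratio to IFN-gamma control signal so 100% means no change and 0% no light; values of inactives mirror those of a sister screen read the other way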
# FLuc act counter: affects firefly luciferase, flagging false hits in luciferase stimulation screens. 200,000 tested, under 10 active. activation factor at 10 µM. AID 1027. P08659. ATPlite luciferase biochemical, luminescence, 10 min; 0 = ATP-free wells, 1 = DMSO control;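 active means luciferase activation factor, scaled between plate controls, of at least 2 with compound at 10 µM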
#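 Material: Luciferase/luciferin reagent mix | Doses: Test compounds dosed from 2 mM stocks in 100% DMSO | Timing: 10 min incubation after luciferase reagent addition, room temperature | Measured by: Luminescence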
# APP 5UTR inh: APP translation inhibition | SH-SY5Y APP 5'UTR-luciferase reporter, luminescence | inhibition, % at 2 µM | actives 0.82% (n = 190,000) | AID 1285;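 active means inhibition above a set limit, derived from the sample mean plus 3 SD, cut at about 45% in these data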; further: values of inactives mirror those of a sister screen read the other way
# * = called active by the depositor.
no.	SMILES	Diaphorase act	Diaphorase inh	FLuc inh counter	G6PDH CS	TLR4-MyD88 BLA
1	COc1cc(NC(=S)N2CCCC(CO)C2)c(OC)cc1Cl (stereo unspecified)	0.8	15	-6	2	-8
2	CCOC(=O)c1cc2sccc2n1CC(=O)N1c2ccccc2CC1C (stereo unspecified)	1.1	-11	-5	1	1
3	COc1cc(CN(C)C)cc(C=O)c1O	0.8	15	-5	15	-6
4	COc1ccccc1N1CCN(C(=O)COc2ccc(Cl)cc2Br)CC1	0.8	23	-3	6	-3
5	Cc1cccc(NS(=O)(=O)c2cccc([N+](=O)[O-])c2)n1	0.9	12	-6	8	-7
6	CSc1nc(-c2ccccc2)nn1C(=O)c1ccc(Cl)cc1	1	4	2	17	0
7	COC(=O)c1cc(COC(=O)c2ccc3ccccc3n2)oc1C	1	3	-3	1	-2
8	Cc1nn(C(=O)c2ccco2)c(C)c1Sc1ccc([N+](=O)[O-])cc1	0.9	15	-5	1	-5
9	CCC(CC)C(=O)Nc1nc(-c2ccc3c(c2)CCN3C(=O)C2CC2)c(C)s1	0.8	22	-9	5	-15
10	COC(=O)c1ccc2c(c1)NC(=O)C(N1CCCC1)S2 (stereo unspecified)	0.9	6	-4	12	-3

no.	NF-kB expr up	APP 5'UTR act	STAT1 activator	FLuc act counter	APP 5UTR inh
1	1.4	17	90	1.1	-17
2	1.6	-2	105	1.1	2
3	1.2	21	98	1	-21
4	0.93	18	107	1	-18
5	0.97	0	97	1.1	0
6	1.4	13	108	1	-13
7	1	0	97	1	0
8	1.2	-16	106	1.1	16
9	0.65	-2	98	1.1	2
10	1.2	-4	92	1	4

# Further entries
no.	SMILES	Diaphorase act	Diaphorase inh	FLuc inh counter	G6PDH CS	TLR4-MyD88 BLA
11	S=c1[nH]nc(Cc2ccc(Br)cc2)n1/N=C/c1ccc(Cl)cc1	0.7	28	-10	1	-15
12	Cc1ccc(C(=O)Nc2cc(C(C)C)c(O)c(C(C)C)c2)cc1	0.7	27	-2	5	-15
13	COc1ccc(C(CNC(=O)c2ccco2)N2CCCCC2)cc1 (stereo unspecified)	1	4	-6	-1	0
14	COc1ccc(-n2c(=O)c3c4c(sc3n(CC(=O)NCC3CCCO3)c2=O)CCCC4)c(OC)c1 (stereo unspecified)	0.9	9	-6	2	-16
15	CN1CCC(NC(=O)c2ccncc2)CC1	1	2	0	0	-1
16	Cc1ccc2occ(C(c3nnnn3C3CCCC3)N3CCN(C(=O)c4ccco4)CC3)c(=O)c2c1 (stereo unspecified)	0.7	29	-5	2	-3
17	O=C(N/N=C/c1ccc(N2CCOCC2)cc1)c1ccccc1OCCOc1ccccc1	0.9	7	-9	-6	9
18	COC(=O)c1cnc(SCc2ccc(C)cc2)n1C	1	0	-4	8	5
19	COCCn1c(C)cc(C(=O)Cn2nc(C(=O)O)c3ccccc3c2=O)c1C	0.9	8	91*	-9	1
20	Cc1ccc(C2CC(=O)NC(SCC(=O)Nc3nccs3)=C2C#N)cc1 (stereo unspecified)	0.9	8	-6	-9	-10
21	O=C(CN1CCN(Cc2ccc(F)cc2Cl)C1=O)NCc1cccs1	1.1	-6	-2	8	5
22	O=C(CSc1nc(N2CCCCC2)nc(N2CCCCC2)n1)c1ccccc1	0.8	19	-6	0	4
23	COC(=O)C(C)N(C(=O)c1cccc(Cl)c1)c1c(C)cccc1C (stereo unspecified)	1.1	-7	-1	3	-14

no.	NF-kB expr up	APP 5'UTR act	STAT1 activator	FLuc act counter	APP 5UTR inh
11	1.2	28	104	1.1	-28
12	0.91	-20	114	1	20
13	1.1	3	108	1.1	-3
14	1.8	14	86	1.1	-14
15	1.3	8	87	1	-8
16	0.38	-4	95	1.1	4
17	0.63	-4	113	1.1	4
18	1.5	32	121	1	-32
19	1.7	44	128	0.1	-44
20	1.1	16	101	1.1	-16
21	1	1	97	1	-1
22	0.91	6	100	1.1	-6
23	1.2	10	93	1	-10

# Of the compounds above, these contain a Cl atom.
no.	SMILES	Diaphorase act	Diaphorase inh	FLuc inh counter	G6PDH CS	TLR4-MyD88 BLA
1	COc1cc(NC(=S)N2CCCC(CO)C2)c(OC)cc1Cl (stereo unspecified)	0.8	15	-6	2	-8
4	COc1ccccc1N1CCN(C(=O)COc2ccc(Cl)cc2Br)CC1	0.8	23	-3	6	-3
6	CSc1nc(-c2ccccc2)nn1C(=O)c1ccc(Cl)cc1	1	4	2	17	0
11	S=c1[nH]nc(Cc2ccc(Br)cc2)n1/N=C/c1ccc(Cl)cc1	0.7	28	-10	1	-15
21	O=C(CN1CCN(Cc2ccc(F)cc2Cl)C1=O)NCc1cccs1	1.1	-6	-2	8	5
23	COC(=O)C(C)N(C(=O)c1cccc(Cl)c1)c1c(C)cccc1C (stereo unspecified)	1.1	-7	-1	3	-14

no.	NF-kB expr up	APP 5'UTR act	STAT1 activator	FLuc act counter	APP 5UTR inh
1	1.4	17	90	1.1	-17
4	0.93	18	107	1	-18
6	1.4	13	108	1	-13
11	1.2	28	104	1.1	-28
21	1	1	97	1	-1
23	1.2	10	93	1	-10
